# Screening results (PubChem)
# KCC2 mod: KCC2 cotransporter modulators, thallium flux, primary screen, cell-based, HEK293 KCC2, FluoZin-2 fluorescence, MLSMR; AID 1456, 2008; KCC2 cells, thallium flux FluoZin-2 fluorescence; 190,000 tested, 2.2% active; B-score of Tl+ flux slope (higher = more flux/activation; lower = inhibition) at 10 µM; Solute carrier family 12 member 5 (Homo sapiens), Q9H2X9;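 active means thallium flux slope and its plate-corrected score both differing from the plate sample mean at a set confidence after two filtering rounds, in either direction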;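 further: slope of fluorescence scaled to starting intensity during 10 to 20 s after thallium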
# m-calpain inh: inhibitors of pig calpain II, primary screen, biochemical, fluorogenic peptide substrate, 1536-well; inhibition, % at 16 µM; AID 1236, 2008; purified calpain II, 30 min; 220,000 tested, 0.37% active;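 active means inhibition above about 50%, limit read from the data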
# EBV gp42 inh: Epstein-Barr virus gp42 inhibitors, primary screen, biochemical, uHTS, fluorescence polarization. Glycoprotein 42 (Epstein-Barr virus (strain AG876)), Q1HVG2. Fluorescence polarization binding assay, mP read-out. inhibition, % (tested at 21.74 µM). 220,000 tested, 0.42% active; in the data active means inhibition above about 50%
# eIF4E-4G inh: eIF4E–eIF4G protein interaction inhibitors, primary screen, biochemical, uHTS, TR-FRET, eIF4GI fragment. inhibition, % at 21.7 µM. TR-FRET eIF4E-eIF4GI(517-606) binding, 2 h. 220,000 tested, 0.37% active;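 active means inhibition above about 30%, limit read from the data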;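 further: 0% = full FRET control wells and 100% = background wells lacking eIF4GI fragment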
# Target sequence (P63073 whole entry, looked up, the tested form may be a part): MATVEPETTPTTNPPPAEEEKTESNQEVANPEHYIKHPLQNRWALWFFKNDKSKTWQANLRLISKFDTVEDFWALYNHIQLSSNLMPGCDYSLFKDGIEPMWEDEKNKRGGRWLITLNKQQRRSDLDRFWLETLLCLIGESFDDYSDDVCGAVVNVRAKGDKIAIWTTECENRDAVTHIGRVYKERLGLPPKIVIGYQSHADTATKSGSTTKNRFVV
# Target sequence (Q04637 whole entry, looked up, the tested form may be a part): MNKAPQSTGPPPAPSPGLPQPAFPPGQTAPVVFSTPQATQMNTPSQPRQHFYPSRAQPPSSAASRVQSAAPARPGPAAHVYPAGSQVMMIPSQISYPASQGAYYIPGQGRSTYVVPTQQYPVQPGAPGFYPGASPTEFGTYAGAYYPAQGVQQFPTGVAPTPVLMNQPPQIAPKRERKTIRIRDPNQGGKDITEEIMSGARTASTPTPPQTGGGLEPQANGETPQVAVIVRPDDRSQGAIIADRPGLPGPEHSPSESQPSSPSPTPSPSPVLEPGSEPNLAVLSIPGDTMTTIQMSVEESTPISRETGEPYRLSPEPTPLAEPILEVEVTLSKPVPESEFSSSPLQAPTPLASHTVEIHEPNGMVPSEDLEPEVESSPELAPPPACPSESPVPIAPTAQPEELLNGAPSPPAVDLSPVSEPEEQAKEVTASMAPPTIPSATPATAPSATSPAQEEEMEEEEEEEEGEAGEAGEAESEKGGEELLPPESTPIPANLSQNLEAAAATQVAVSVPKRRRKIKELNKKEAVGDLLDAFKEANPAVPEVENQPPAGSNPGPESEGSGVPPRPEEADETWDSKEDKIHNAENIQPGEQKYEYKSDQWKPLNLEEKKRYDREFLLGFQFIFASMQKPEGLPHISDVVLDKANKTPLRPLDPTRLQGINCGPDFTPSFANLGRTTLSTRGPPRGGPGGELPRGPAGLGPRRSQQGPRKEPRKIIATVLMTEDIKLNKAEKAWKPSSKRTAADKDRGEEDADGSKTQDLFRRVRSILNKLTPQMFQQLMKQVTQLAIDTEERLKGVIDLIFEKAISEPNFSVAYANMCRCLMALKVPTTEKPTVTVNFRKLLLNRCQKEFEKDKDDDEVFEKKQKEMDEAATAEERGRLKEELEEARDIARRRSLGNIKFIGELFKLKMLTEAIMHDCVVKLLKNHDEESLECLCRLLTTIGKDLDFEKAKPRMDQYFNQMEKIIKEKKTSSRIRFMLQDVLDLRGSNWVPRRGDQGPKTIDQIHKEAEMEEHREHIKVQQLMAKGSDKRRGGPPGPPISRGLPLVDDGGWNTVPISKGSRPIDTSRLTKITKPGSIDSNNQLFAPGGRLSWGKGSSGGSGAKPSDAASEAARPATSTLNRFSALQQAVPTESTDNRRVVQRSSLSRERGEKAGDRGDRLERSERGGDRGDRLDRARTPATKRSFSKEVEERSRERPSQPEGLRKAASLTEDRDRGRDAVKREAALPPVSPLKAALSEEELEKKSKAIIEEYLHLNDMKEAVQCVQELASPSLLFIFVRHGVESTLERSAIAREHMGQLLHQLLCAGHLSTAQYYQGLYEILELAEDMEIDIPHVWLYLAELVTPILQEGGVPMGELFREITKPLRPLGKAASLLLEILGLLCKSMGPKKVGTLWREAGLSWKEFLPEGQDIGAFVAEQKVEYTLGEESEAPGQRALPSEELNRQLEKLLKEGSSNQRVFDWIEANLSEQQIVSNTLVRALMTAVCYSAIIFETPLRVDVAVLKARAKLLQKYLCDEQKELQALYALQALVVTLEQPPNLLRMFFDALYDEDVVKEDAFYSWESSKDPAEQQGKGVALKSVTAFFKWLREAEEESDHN
# L929 necroptosis: inhibitors of zVAD-triggered necroptosis, primary screen, L929 cells | L929 zVAD necroptosis rescue, ATP luminescence, 24 h; with zVAD 60 µM | viability rescue, % at 10 µM | 220,000 tested, 0.38% active;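 active means activation, scaled between plate controls, above about 75%, limit read from the data; inactive means activation under that limit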;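 further: 0% = zVAD with DMSO and 100% = DMSO alone without zVAD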
# PERK inhibitor: block of dimerizer-induced PERK translation repression, primary screen, PERK inhibitor project, CHO PERK-DD cells, SEAP luminescence, HTS; inhibition, % at 5.6 µM; 220,000 tested, 0.17% active; AID 1416, 2008; CHO PERK-DD fusion, SEAP luminescence translation reporter;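 active means inhibition above the mean inhibition of all tested compounds plus 3 SD, set separately per screening campaign, cut at about 2.9% in these data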;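 further: PERK kinase domain activated by AP20187 dimerizer at 100 nM; 0% = DMSO with dimerizer and 100% = rapamycin at 8.4 µM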
# Rad51 HR inh: human RAD51 strand exchange inhibitors, primary screen, biochemical, fluorescence. hRad51 DNA strand exchange, fluorescence dequenching. AID 1385, 2008. 200,000 tested, 0.085% active. inhibition, % at 10 µM;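 active means inhibition above 40% at the single screening dose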;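 further: 0% = DMSO control wells and 100% = blanks with heterologous ssDNA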
#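 Read-out basis: percent inhibition relative to plate controls and blanks / Assay system: human Rad51 nucleoprotein filaments preassembled on unlabelled ssDNA / Timing: filaments 15 min 37 °C, then compound 30 min / Control set: per-plate controls and blanks / Technique: fluorescence dequenching at 485/520 nm / Compound: 10 µM final, single point / Also added: Fluorescein- and BHQ1-tagged 47-mer duplex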
# Mdm2 ligase inh: MDM2-luciferase reporter signal enhancers, primary screen, MDM2 E3 ligase inhibitor project, cell-based, luminescence, 1536-well; E3 ubiquitin-protein ligase Mdm2 (Homo sapiens), Q00987; cell-based MDM2 ubiquitination luciferase reporter, 2 h; 0 = plate control, 100 = twice control, blank-subtracted; signal enhancement, % at 5 µM; 210,000 tested, 0.11% active;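 active means signal enhancement of 30% or more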;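 further: luminescence tracks abundance of the self-degrading MDM2-luciferase fusion protein; higher signal means inhibition of MDM2 E3 ligase activity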
#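 Assay system: stable mammalian line carrying autodegrading MDM2–luciferase fusion reporter; Input: 2000 cells in each well; Compound dosing: single-point 5 µM; Schedule: 2 h compound exposure at 37 °C; Signal: SteadyLite luciferase luminescence after 15 min room-temperature reagent incubation; Evaluation: % luminescence enhancement versus blank-corrected plate control mean; Benchmarks: plate controls and plate blanks.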
# TNF necrop inh: inhibitors of TNF-alpha triggered necroptosis, primary screen, cell-based, Jurkat FADD-/-, single concentration; Jurkat FADD-/- TNF necroptosis rescue, ATP luminescence, 24 h; 0 = TNF only, 100 = no-TNF cells; activation (protection from cell death), % at 10 µM; 220,000 tested, 0.068% active; AID 463075, 2010;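 active means activation, meaning protection from cell death, of at least 50% relative to plate controls; inactive means activation below 50%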;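 further: necroptosis triggered by 40 ng/mL TNF-alpha added together with compound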
# Starred values were filed as active, the others as inactive; i = inactive; x = no result given; [ ] = another dose, or the depositor's remark.
item	SMILES	KCC2 mod	m-calpain inh	EBV gp42 inh	eIF4E-4G inh	L929 necroptosis	PERK inhibitor	Rad51 HR inh	Mdm2 ligase inh	TNF necrop inh
1	O=S(=O)(/N=C(/Nc1ccccc1F)c1ccccc1)c1ccccc1	-0.73	-8	-9	0[fluorescence artefact?]	-0.6	0.0	16	-19	-1.0
2	CCCc1nc(SCC(=O)N2CCCC2)c2ccccc2n1	-0.087	-9	-5	3	0.2	-0.8	12	-12	-0.2
3	COCCn1c(C)cc(C(=O)CSc2nc3nc(C)cc(C)n3n2)c1C	0.61	18	-19	4[fluorescence artefact?]	0.2	-0.3	4	-5	1.5
4	CC(=O)c1cccc(NC(=O)CCNS(=O)(=O)c2cccc3nonc23)c1	1	-17	0	3	1.4	-1.0	6	-9	0.6
5	Cc1ccc(Cl)cc1-n1ncc2c(NNC(=O)c3ccco3)ncnc21	1.2	-9	-16	-1	-0.1	0.3	-3	-5	0.3
6	Cc1noc(C)c1-c1nnc(-c2ccc(OC(F)(F)F)cc2)o1	0.092	-13	-5	-3	1.0	1.9	20	-9	-0.1
7	O=C(/C=C/c1cccs1)NCc1ccccc1	0.69	-22	-12	2	2.3	0.9	-4	-2	2.2
8	CCOC(CCn1c(SCC(=O)Nc2cc(C)on2)nc2ccccc2c1=O)OCC	0.23	13	4	0	0.8	1.3	4	-13	3.8
9	CCCCOC(=O)c1cc(=O)[nH]c(=O)[nH]1	0.15	19	9	3	-0.3	1.8	-112	-8	0.4
10	CCOc1ncccc1C(=O)NCCN1C(=O)S/C(=C/c2cccs2)C1=O	-0.26	-4	-13	1[fluorescence artefact?]	0.3	-0.4	x	1	-2.2
11	O=C(Nc1ccc(Cl)c(Cl)c1)Nc1nnc(-c2ccncc2)s1	0.31	102*	83*	38*	51	-0.1	0	-19	2.8
12	O=C(O)c1ccc(N/N=C/C=C/c2ccccc2)cc1	-0.61	4	7	-16	0.5	1.3	x	x	0.0
13	CCN(CC)CCN(Cc1cc2ccc(C)cc2[nH]c1=O)C(=O)NC1CCCCC1	0.82	-26	6	-2	-1.0	-0.1	-8	2	1.0
14	COc1cccc(C(=O)NC(=S)Nc2ccc(N3CCCC3)cc2)c1	2.2	-12	-1	1	0.2	-0.1	1	3	-2.7
15	Nc1nc(Cn2nnc(-c3ccccc3F)n2)nc(N2CCOCC2)n1	0.67	9	-10	4[fluorescence artefact?]	1.9	-0.4	0	-19	-0.3
16	Cc1cc(Nc2ccc3c(c2)OCCO3)c2cc(Cl)ccc2n1	-0.23	13	-15	17	0.0	-1.0	-26	-17	3.7
17	CC1=NN(c2ccc(C)c(C)c2)C(=O)/C1=C/c1ccc2c(c1)n(C)c(=O)n2C	0.57	-7	0	0[fluorescence artefact?]	0.6	0.8	-14	-18	-2.1
18	O=C(NC(Nc1ccccn1)C(Cl)(Cl)Cl)c1ccccc1 (configuration not stated)	0.22	11	-1	-1	-0.3	1.3	-19	6	3.1
19	Oc1c(N=NC(=S)Nc2ccccc2F)c2ccccc2n1Cc1ccccc1F	11*	18	3	-1	0.1	0.5	x	-20	-2.2
20	CCOC(=O)N1CCC(NC(=O)CCC(=O)N2CCOc3ccccc32)CC1	0.0023	-5	-9	2[fluorescence artefact?]	0.0	0.4	-2	-10	1.2
21	Cc1nc(Nc2ccc(C(=O)O)cc2)nc(Nc2ccc(C(=O)O)cc2)c1[N+](=O)[O-]	0.83	-26	-3	-2	3.2	0.9	4	1	1.4
22	CCOC(=O)C1CCN(CC(O)COCc2ccc3c(c2)OCO3)CC1 (configuration not stated)	0.0024	9	1	-3	-2.6	-0.6	-32	3	0.5
23	FC(F)(F)c1ccc(-c2csc(-c3ccno3)n2)cc1	0.47	16	-5	0	0.8	1.0	-6	-17	3.5
24	CCn1c2ccccc2c2cc(NC(=O)c3cc(OC)c(OC)c(OC)c3)ccc21	0.71	-90	-24	6	0.3	-0.8	8	-10	-22
25	CCC(=O)N1CCc2cc(Br)cc(S(=O)(=O)Nc3c(C)n(C)n(-c4ccccc4)c3=O)c21	0.42	15	2	0	-1.1	1.1	-4	-9	0.2
26	COC(=O)CCCC1=CC2=C(c3ccccc3)C(=O)C(C)(OC(=O)C3CCCC3)C(=O)C2=CN1Cc1ccc2c(c1)OCO2 (configuration not stated)	-1.7	-36	5	2	0.0	x	0	21	0.6
27	CCOc1ccccc1C(=O)NCc1ccco1	-5.3	-103	-6	6	0.4	1.1	9	-10	-2.9
28	CC(C)NC(=O)NC(=O)COC(=O)C1(C)CC1(Cl)Cl (configuration not stated)	0.59	-11	-6	2	3.0	0.3	6	-1	0.7
29	CCC(=O)NC(=S)Nc1cccc(NC(=O)c2ccccc2Cl)c1	-0.16	-12	-11	8	0.2	-0.8	2	-7	-4.4
30	CC(=O)Nc1ccc(C(=S)NCc2ccco2)cc1	-0.055	9	-22	4	-0.1	1.2	3	-10	-0.8
31	O=C(OCC(=O)N1c2ccccc2Sc2ccccc21)c1ccc[n+]([O-])c1	0.0061	49	-17	-1	2.6	1.1	12	-7	-1.0
32	O=c1[nH]nc(SCc2cc(Cl)ccc2Cl)c(=O)[nH]1	-1.5	0	-7	-3	0.2	0.7	x	-10	-0.1
33	CCS(=O)(=O)N1CCCC(C(=O)N2CCc3ccccc3C2)C1 (configuration not stated)	x	10	3	1[fluorescence artefact?]	1.1	0.3	x	-14	-0.1
34	CCn1cc(S(=O)(=O)CC(=O)Nc2cc(C)on2)c2ccccc21	1.3	-6	-7	0	1.3	0.8	1	-19	-3.1
35	CN(C)c1ncc(S(=O)(=O)c2ccc(Cl)cc2)c(-c2ccc(Cl)cc2Cl)n1	0.71	8	-4	7	-0.3	-0.6	x	-1	1.7
36	O=C(Cc1ccc(S(=O)(=O)N2CCOCC2)s1)NCC1CCCCC1	-0.69	-42	-17	-4	-0.1	0.8	-5	-7	-1.2
37	Clc1ccccc1N1CCN(c2ncnc3nc[nH]c23)CC1	-1.2	-1	7	1	4.6	0.7	x	-6	-5.5
38	Nn1c(SCC(=O)Nc2nccs2)nncc1=O	1	24	-13	0	0.0	0.2	4	-17	0.8
39	COc1cc(C(F)(F)F)c(C(=O)N(C)Cc2ccc(Cl)c(Cl)c2)cn1	-1.8	7	-6	2	1.0	-0.2	-23	-17	-0.2
40	COCCNC(=O)C(c1ccc(F)cc1)N(CC1CCCO1)C(=O)CCC(=O)Nc1ccccn1 (configuration not stated)	0.49	-17	-8	8	0.2	0.7	-13	-1	-3.2
41	COc1ccc(CC(=O)Nc2ccc(-c3nc4cc(C)ccc4o3)c(O)c2)cc1OC	-5.4*	i	-106	-10	0.0	-0.3	x	-9	-4.4
42	CCc1nnc(NC(=O)CSc2nnc(CNc3ccc(OC)cc3)n2C)s1	0.54	13	-15	-8	-0.1	-0.1	-7	-9	0.2
43	O=C(NNC(=O)c1ccc(O)cc1O)c1ccc(Cl)cc1	x	22	-9	-2	0.6	2.0	6	-30	-2.4
44	Cc1ccc2c(c1)cc(C)c1nnc(SCC(=O)NCc3ccco3)n12	-0.022	-46	-1	-4	-0.1	-0.4	4	-26	0.7
45	Cc1cccc(NC(=O)CCC(=O)N/N=C/c2ccco2)c1	0.086	-10	-15	3[fluorescence artefact?]	2.1	-0.4	-4	-8	1.4
46	CC(C)SCCCCOc1ccc2ccccc2c1	x	19	-7	-2	0.0	-0.2	-4	-18	-1.9
47	O=c1oc(-c2ccco2)nc2sc3c(c12)CCCCC3	1.4	-74	2	-6	0.2	0.8	x	-9	-0.5
48	CCN(CC)CC(O)COC(c1ccccc1)c1ccccc1 (configuration not stated)	-0.87	24	10	-1	-0.3	0.2	6	x	1.6
49	CS(=O)(=O)N(CC(=O)N1CCCC1)Cc1ccccc1	-0.0004	-7	-7	-1	1.3	0.5	x	-7	-0.2
50	Cc1nc(N2CCN(C(=O)c3ccco3)CC2)c2c3c(sc2n1)CCC3	-2.2	0	14	0	0.7	-0.5	x	-16	-6.4
51	CCOC(=O)c1n[nH]n(-c2cc(Cl)cc(Cl)c2)c1=O	x	13	-20	8	0.7	0.2	5	-18	3.2
52	Cc1ccccc1Oc1nc2c(C)cccn2c(=O)c1/C=C(\C#N)C(=O)Nc1c(C)n(C)n(-c2ccccc2)c1=O	-1.9	-12	-11	6	0.8	-0.2	-1	-17	-6.7
53	CN(c1ccccc1)S(=O)(=O)c1cccc(C(=O)Nc2nccs2)c1	x	-9	-4	3	45	-0.4	27	-3	1.9
54	Cn1cnc([N+](=O)[O-])c1Cl	1	2	-18	-1	-0.3	1.3	17	-9	5.9
55	O=C(Cc1c[nH]c2ccccc12)NCc1ccc(Cl)cc1	-0.063	-3	-12	-3	0.3	0.5	4	3	1.7
56	CCCN(CCC)CCOc1cc(C)ccc1C(C)C	0.0071	39	3	9[fluorescence artefact?]	x	1.4	-5	10	2.4
57	Cn1c(=NC(=O)c2ccco2)sc2ccccc21	-1.3	-24	-17	4	0.7	0.5	-8	-25	-4.1
58	COc1ccc(Cc2nnnn2CC(=O)O)cc1	-0.06	-31	3	4[fluorescence artefact?]	-0.2	1.3	-2	-13	-1.5
59	Cc1cc(C)n(-c2ccc(C(=O)Nc3cccnc3Cl)cc2)n1	x	-25	-9	3	-0.8	0.4	1	-14	0.3
60	COc1ccc(OC)c(-n2c(SCC(N)=O)nnc2-c2c[nH]c3ccccc23)c1	x	-1	-2	-2	0.1	1.1	0	-13	0.6

# Later entries.
item	SMILES	KCC2 mod	m-calpain inh	EBV gp42 inh	eIF4E-4G inh	L929 necroptosis	PERK inhibitor	Rad51 HR inh	Mdm2 ligase inh	TNF necrop inh
61	CCOC(=O)C1CCN(C(=O)COC(=O)COc2ccc(Cl)cc2)CC1	0.69	11	-17	2	1.7	1.2	4	4	1.0
62	Cc1ccc(C)c(-n2cc(CNCCc3cnccn3)c(-c3ccccc3)n2)c1	1.6	3	2	6	-0.7	0.2	x	1	2.1
63	CCn1c(NC(=O)C(C)C)c(-c2cccs2)c(=O)c2ccccc21	1.1	3	-8	-3	0.5	0.7	-5	-11	1.1
64	Cc1onc(-c2c(Cl)cccc2Cl)c1C(=O)Nn1cnnc1	-0.057	-32	-2	2	0.0	-0.5	44*	-6	-2.9
65	Cc1ccc(/C=C2/Sc3ccccc3N(CC(=O)NCCCOC(C)C)C2=O)cc1	-3.3*	-34	-1	-7	1.1	-0.5	1	1	0.8
